Bioassay records deposited in PubChem BioAssay by National Center for Advancing Translational Sciences (NCATS).
Eya2 phos inh = qHTS Assay for Inhibitors of the Phosphatase Activity of Eya2. recombinant Eya2, OMFP fluorescence dephosphorylation (OMFP is methylfluorescein phosphate). Potency, µM (highest dose often 76.9 µM), for the others: top-dose activity, negative = inhibition, hits mostly inhibitors. actives 0.006% (n = 330,000). AID 488837, 2010; also: potency is read from the fitted curve at half-maximal effect; % is scaled to controls: 0 for no effect and ±100 for the full control effect
Target sequence (O00167 whole entry, looked up): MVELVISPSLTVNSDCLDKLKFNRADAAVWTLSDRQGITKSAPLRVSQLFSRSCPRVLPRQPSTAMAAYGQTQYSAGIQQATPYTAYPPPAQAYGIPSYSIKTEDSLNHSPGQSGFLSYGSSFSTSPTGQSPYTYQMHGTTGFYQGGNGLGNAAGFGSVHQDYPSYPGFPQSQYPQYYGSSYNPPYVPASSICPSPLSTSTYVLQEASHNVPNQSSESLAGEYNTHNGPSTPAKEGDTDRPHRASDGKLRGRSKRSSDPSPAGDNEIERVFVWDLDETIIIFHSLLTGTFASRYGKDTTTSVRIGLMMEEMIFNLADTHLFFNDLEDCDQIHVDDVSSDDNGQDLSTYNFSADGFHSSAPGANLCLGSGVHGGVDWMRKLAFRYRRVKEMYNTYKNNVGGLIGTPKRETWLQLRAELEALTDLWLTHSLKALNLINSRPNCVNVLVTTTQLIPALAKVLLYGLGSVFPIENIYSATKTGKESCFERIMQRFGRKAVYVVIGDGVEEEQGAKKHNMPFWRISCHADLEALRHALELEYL
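Eya2 (0.2 uM) preincubated 10 min at ambient with compound, then OMFP substrate added at 50 uM; 10 min reaction in 50 mM HEPES pH 7.5, 50 mM NaCl, 5 uM MgCl2, 0.05% BSA, 1 mM DTT. Fluorescence read at Ex 485/Em 525 nm.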
B2AR arrestin = qHTS assay of beta-arrestin-biased ligands of beta2-adrenergic receptor; beta-arrestin recruitment to beta2AR, cell-based reporter; Potency, µM (series often up to 46.1 µM), inactives show at the top dose activation, usual class: activators; AID 492947, 2010; Beta-2 adrenergic receptor (Homo sapiens), P07550; actives 0.02% (n = 330,000);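 also: potency is read from the fitted curve at half-maximal effect; 0% = DMSO controls and full agonism = EC100 isoproterenol or metaproterenol; nearly all actives have a fitted effect of over 65% in size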
TSHR antag = Antagonists of the Thyroid Stimulating Hormone Receptor: HTS campaign | TSHR-expressing cells, TSH-stimulated cAMP HTRF, 2 h; active compounds read low | activity change, negative = inhibition, % at 11.5 µM | actives 0.2% (n = 330,000) | AID 504810, 2011;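 active = activity change below a set negative limit, meaning inhibition stronger than a set level, cut at about -70% in these data; inconclusive = activity change between two set negative limits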; also: % is scaled to controls: 0 for no effect and ±100 for the full control effect
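TSHR-expressing cells were treated with compounds, then stimulated with TSH at EC80 (4nM final) for 2 hours at 37 deg C. Cellular cAMP was measured by HTRF competition between lysate cAMP and cAMP-d2 for a cryptate-labelled anti-cAMP antibody.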
uPA generation = qHTS for Inhibitors of Cell Surface uPA Generation. cell surface uPA generation assay, qHTS. Potency, µM (highest dose often 38.3 µM), without a hit: at the highest dose activity change, negative = inhibition, most hits filed as inhibitors. actives 0.31% (n = 330,000). AID 540303, 2011; active = well fitted inhibition curve with a large enough effect; inconclusive = small, poorly fitted or top-dose-only effect; inactive = no such curve, though single readings can be large or run the other way; tested in mouse RAW 264.7 cells; also: potency is read from the fitted curve at half-maximal effect; % is scaled to controls: 0 for no effect and ±100 for the full control effect; nearly all actives have a fitted effect of over 55% in size
USP2a inh = qHTS Assay for Inhibitors of Ubiquitin-specific Protease USP2a Using CHOP2 as the Reporter; Ubiquitin carboxyl-terminal hydrolase 2 (Homo sapiens), O75604; USP2 core, Ub-CHOP2 coupled fluorogenic reporter, 485/531; Potency, µM (doses to about 38.3 µM), inactives show at the top dose activity change, negative = inhibition, most hits filed as inhibitors; actives 0.01% (n = 330,000); AID 463254, 2010;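 also: potency is read from the fitted curve at half-maximal effect; plate controls were DMSO wells for no effect and full inhibition by NEM control for full effect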
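Deubiquitinase activity read as fluorescence (485/531 nm) after Ub-CHOP2 cleavage activates the enterokinase reporter on its substrate; USP2 core 10nM, Ub-CHOP2 and substrate 25nM each, 30min compound preincubation then 60min RT; data normalized to NEM, curves fitted.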
PTAP TSG101 blk = qHTS Assay for Iinhibitors of HIV-1 Budding by Blocking the Interaction of PTAP/TSG101; Tumor susceptibility gene 101 protein (Homo sapiens), Q99816; Fluorescence polarization, FITC-PTAP peptide / Tsg101 binding; Potency, µM (titrated, usually from 115 µM), for the others: at the highest dose activity change, negative = inhibition, actives largely listed as inhibitors; 340,000 tested, under 10 active; active = well fitted inhibition curve with a large enough effect in the main read-out, with a control signal flat, not every such curve was filed as active; inconclusive = small, poorly fitted or top-dose-only effect, or effect the other way, or a change in a side signal; inactive = no such curve, though single readings can be large or run the other way; also: potency is read from the fitted curve at half-maximal effect; % of control where 0% means no effect
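Tsg101 binding domain (10 uM final) was mixed with compound and a FITC-labeled PTAP peptide (50 nM final) in HEPES pH 7.5 buffer with NaCl, Tween 20, EDTA and TCEP; fluorescence polarization was read after 20 min at r.t.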
TCR act = Activators of T cell receptors: qHTS campaign; primary human leukocytes, anti-CD3, IL-2 HTRF, 48 h; Potency, µM (top dose mostly 9.22 µM), inactives show at the top dose activation of IL-2 secretion, hits mostly activators; 330,000 tested, under 10 active; AID 504894, 2011; also: % of control where 0% means no effect
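IL-2 release read by HTRF sandwich (Eu cryptate donor, d2 acceptor, 665 nm emission) after 48 hr exposure of primary human leukocytes to compound together with anti-CD3 beads in the absence of co-stimulatory signals.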
BCR signal inh = qHTS Assay to Find Inhibitors of Chronic Active B-Cell Receptor Signaling. ABC-DLBCL IkBa-CBG/CBR reporter, luminescence ratio, 4 h. Potency, µM (top dose mostly 46.1 µM), for the others: at the highest dose ratio change, negative = lower green/red ratio, actives largely listed as inhibitors. actives 0.05% (n = 340,000); active = well fitted inhibition curve with a large enough effect in the signal ratio, with a control signal flat, not every such curve was filed as active; inconclusive = small, poorly fitted or top-dose-only effect, or effect the other way, or a change in a side signal; the % refers to the signal ratio;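 also: potency is read from the fitted curve at half-maximal effect; plate controls were basal doxycycline-induced cells for no effect and cells given 10 µM MG132 for full effect; MG132 reads +100%, hits lower the ratio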
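Cell line TMD8 (human ABC DLBCL), stably expressing tet-inducible CBG68-IkBa fusion and CBR; IMDM/0.5% FBS; cpd up to 46 uM; dox induction, 4 h, 37C/5% CO2; dual luminescence; green/red ratio; MG132 control.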
ELG1 repair inh = qHTS screen for small molecules that inhibit ELG1-dependent DNA repair in human embryonic kidney (HEK293T) cells expressing luciferase-tagged ELG1; Potency, µM (highest dose often 46.1 µM), for the others: at the highest dose activity change, negative = inhibition, usual class: inhibitors; HEK293T ELG1-luciferase reporter, luminescence, 16 h; DNA damage induced by 5-fluorouridine; actives 2.3% (n = 330,000); also: potency is read from the fitted curve at half-maximal effect; % is scaled to controls: 0 for no effect and ±100 for the full control effect; nearly all actives have a fitted effect of over 55% in size
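Overnight (16 hr) co-exposure of 2,000 cells/well to 5-fluorouridine and compound at 37 °C preceded detection. Luciferase was quantified via ONE-Glo luminescence; loss of signal denotes inhibition.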
Tb PFK inh = qHTS Assay to Find Inhibitors of T. brucei phosphofructokinase | ATP-dependent 6-phosphofructokinase (Trypanosoma brucei brucei), O15648 | T. brucei PFK, ADP-Glo luminescence | Potency, µM (titrated, usually from 57.5 µM), inactives show at the highest dose activity, negative = inhibition, hits mostly inhibitors | actives 0.17% (n = 330,000) | AID 485367, 2010;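 also: potency is read from the fitted curve at half-maximal effect; 0% = uninhibited 1x PFK enzyme wells and -100% = no-enzyme wells; nearly all actives have a fitted effect of over 60% in size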
Target sequence (O15648 whole entry, looked up): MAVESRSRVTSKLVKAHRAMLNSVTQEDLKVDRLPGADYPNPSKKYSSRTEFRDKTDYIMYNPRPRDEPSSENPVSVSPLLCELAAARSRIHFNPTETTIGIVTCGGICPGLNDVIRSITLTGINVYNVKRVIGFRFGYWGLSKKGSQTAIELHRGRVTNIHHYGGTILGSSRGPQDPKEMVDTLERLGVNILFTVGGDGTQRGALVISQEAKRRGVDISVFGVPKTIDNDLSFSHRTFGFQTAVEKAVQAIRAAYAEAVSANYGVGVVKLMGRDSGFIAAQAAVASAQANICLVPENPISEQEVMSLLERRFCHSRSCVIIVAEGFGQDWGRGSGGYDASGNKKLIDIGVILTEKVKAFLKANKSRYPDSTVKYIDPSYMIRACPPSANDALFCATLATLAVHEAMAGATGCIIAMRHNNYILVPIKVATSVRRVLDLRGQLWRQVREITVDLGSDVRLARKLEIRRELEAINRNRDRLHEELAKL
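ADP-Glo luminescence quantified ADP after 45 min at room temperature, with 1.25 nM T. brucei PFK, 0.1 mM ATP and 0.5 mM fructose-6-phosphate in pH 8.0 TEA buffer. qHTS titrations up to 57 µM; curves classified by quality.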
Mito fusion act = qHTS Assay for Small Molecule Inhibitors of Mitochondrial Division or Activators of Mitochondrial Fusion. S. cerevisiae fusion-defective mutant growth rescue, CellTiterGlo 48 h. Potency, µM (titrated, usually from 46.1 µM), inactives show at the top dose growth rescue (activation), actives largely listed as activators. actives 0.23% (n = 320,000). AID 485298, 2010;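 also: potency is read from the fitted curve at half-maximal effect; % of control where 0% means no effect; nearly all actives have a fitted effect of over 45% in size; temperature-sensitive fusion mutants such as fzo1-1 at 37 °C on non-fermentable ethanol glycerol medium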
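Growth-rescue viability read-out: after 48 h at the non-permissive 37C in glycerol/ethanol YPEG, yeast mitochondrial fusion mutants are measured by CellTiterGlo luminescence; compounds (23 nl pinned per well) restoring growth score as division inhibitors or fusion activators.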
Starred values were filed as active, the others as inactive; u = inconclusive; x = not tested or not shown; [ ] = dose if it differs, or a comment. Unless noted, calls follow the shape of the dose curve; as a rule, active = well fitted curve in the direction sought with a large enough effect; inconclusive = small, poorly fitted or top-dose-only effect, or another doubt; inactive = no such curve, though single readings can be large; an effect the other way counts as inactive or inconclusive.

entry	SMILES	Eya2 phos inh	B2AR arrestin	TSHR antag	uPA generation	USP2a inh	PTAP TSG101 blk	TCR act	BCR signal inh	ELG1 repair inh	Tb PFK inh	Mito fusion act
1	Fc1ccc(CSc2nncn2NCc2ccccc2)cc1	-1%	-0.5%	-10	1%	3%	-4%	2%[46.1 µM]	1%	-28%	-6%	5%
2	COc1ccc(NC(=O)c2cc3ccccc3cc2O)cc1	u	0.4%	-8	-15%	-6%	-1%	-21%	u	u	-5%	-16%
3	O=S(=O)(Nc1nc2ccccc2nc1NCCO)c1cccc(Cl)c1	11%	0.3%	7	-4%	1%	-6%	-6%	u	10%	-10%	2%
4	COc1ccc(C2=NS(=O)(=O)N(C)C(C(=O)N(C)Cc3ccccc3)=C2)cc1OC	-2%	0.6%	-6	-6%	3%	-3%	7%	-17%	u	-2%	-1%
5	Cc1ccc(Cl)c(NC(=O)CN2CCN(C=O)CC2)c1	0%	0.6%	-3	x	2%	x	x	-6%	7%	2%	2%
6	CCCCC[C@@H]1C=C(C(=O)O)[C@H](c2ccc(CC)cc2)N1S(=O)(=O)c1ccc(C)cc1	-22%	-0.8%	24	-7%	-15%	0%	1%	-8%	3%	-7%	x
7	O=C1N2c3ccccc3CCc3cccc(c32)C1(O)C(F)(F)F (stereo unspecified)	2%	-0.2%	-16	3%	3%	0%	-5%	u	0%	0%	15%
8	O=C(NNC1CC(=O)N(c2ccc3c(c2)OCCO3)C1=O)c1ccccc1 (stereo unspecified)	-6%	-0.9%	15	x	1%	-5%	1%	u	16%	1%	-3%
9	O=C(Nc1ccccc1F)c1cc2c(s1)-c1ccccc1S(=O)(=O)C2	1%	-0.3%	1	5%	-4%	-5%	2%	u	u	-1%	1%
10	COc1ccc(N2CCN(CCCNC(=O)C3CCN(S(=O)(=O)N4CCOCC4)CC3)CC2)cc1	10%	0.0%	-4	3%	2%	1%	-3%	-17%	-25%	-1%	2%
11	O=C(C[C@H]1C/C=C\CCCCC(=O)OC[C@H]2CCCN2C1=O)N[C@H](CO)Cc1ccccc1	3%	0.2%	1	7%	7%	x	8%	-2%	19%	9%	x
12	CCC(C)N(C(=O)Cn1nnc2ccccc21)C(C(=O)NCc1ccco1)c1cccc(OC)c1 (stereo unspecified)	14%	0.3%	-2	4%	-2%	-3%	-2%	0%	-2%	-1%	3%
13	CCOC(=O)C1CCCN(Cc2ccc(OCC)cc2)C1 (stereo unspecified)	-2%	-0.4%	9	0%	2%	-1%	4%	10%	u	-4%	-2%
14	O=C(CCCn1cc([N+](=O)[O-])cn1)Nc1cccnc1	7%	0.0%	6	2%	0%	-3%	-1%	0%	10%	-17%	-4%
15	COc1ccccc1-c1nc(C#N)c(N2CCCCCC2)o1	-1%	0.0%	8	-1%	-9%	-6%	6%	u	-29%	2%	3%
16	CC(=O)Nc1ccc(NC(=O)CCCc2c[nH]c3ccccc23)cc1	-17%	-0.3%	1	4%	3%	-7%	13%	-1%	5%	2%	-4%
17	N#C/C(N=Nc1ccccc1O)=N\Nc1ccccc1O	-28%	-0.6%	u	u	-12%	-3%	6%	u	-8%	-2%	-2%
18	O=C(NC1CC1)c1ccc2c(c1)N(Cc1ccc(Cl)cc1)CCS2	-8%	-0.3%	-8	2%	0%	-3%	-1%	u	-12%	1%	-3%
19	N#Cc1nc(-c2cccc3ccccc23)oc1NCC#CCOC(=O)c1cccs1	-32%	0.2%	-13	x	-3%	x	x	-27%	x	21µM*	-18%
20	Fc1ccc(NC(=S)Nc2cccc3cnccc23)cc1	-3%	-0.1%	6	0%	9%	-2%	3%	1%	-25%	-1%	0%
21	COc1cc(C(=S)N2CCOCC2)ccc1OC(=O)Cc1ccc(F)cc1	1%	0.5%	3	-2%	1%	-5%	3%[46.1 µM]	-3%	-11%	1%	5%
22	Cc1ccc(C(=O)NNC(=O)CSc2nnc(CNc3ccc(F)cc3)n2C)cc1	-6%	-0.6%	0	x	4%	x	x	-1%	-2%	0%	0%
23	COc1cccc(C2=CC(=O)C[C@H](c3ccc(Cl)cc3)C2)c1OC	-7%	0.3%	-25	10%	-2%	-4%	4%	6%	21µM*	0%	u
24	Cc1ccc(S(=O)(=O)/N=C2/NC(=O)/C(=C/c3ccncc3)S2)cc1	9%	-1.3%	-10	x	4%	x	0%[46.1 µM]	0%	u	-5%	7%
25	COc1ccc(Cl)cc1NC(=O)CSc1sc2c(O)cc(=O)[nH]c2c1C#N	1%	-0.6%	-7	1%	4%	-2%	-1%	u	-4%	5%	1%
26	O=C(Nc1ccccc1[N+](=O)[O-])C1COc2ccccc2O1 (stereo unspecified)	0%	-0.1%	-1	-1%	2%	-3%	x	u	u	-1%	-1%
27	Cc1ccc(Oc2ccc(Cl)cc2NC(=O)c2cnccn2)cc1	-8%	0.1%	13	-2%	-7%	-3%	1%	14%	1%	6%	-5%
28	CC(=O)c1cc(CN2CCN(C3CCCCC3)C(CCO)C2)cs1 (stereo unspecified)	2%	-0.4%	1	3%	5%	-3%	2%	8%	-16%	-1%	-2%
29	CCO[C@H]1OC(C(=O)N2CCN(C)CC2)=C[C@@H](c2ccc3c(c2)OCO3)[C@@H]1CCCO	-3%	0.0%	0	-3%	-6%	-9%	-4%	-15%	9%	-5%	6%
30	CNC[C@H]1Oc2ccc(NC(=O)C3CCCCC3)cc2CC(=O)N([C@H](C)CO)C[C@@H]1C	-18%	-1.6%	8	11%	5%	1%	2%	-2%	u	0%	x
31	CC(C)COC(=O)c1ccc(N2C(=O)c3ccccc3C2=O)cc1	-12%	-1.2%	-13	1%	0%	-2%	-2%	8%	5%	2%	1%
32	O=C(CNCCc1ccc(Cl)cc1Cl)NCc1ccco1	-4%	0.1%	0	-6%	1%	-6%	-5%	u	9%	-1%	-8%
33	COc1ccccc1CNc1nc2nc3c(c(=O)n2[nH]1)CCC3	-9%	0.4%	-12	x	2%	1%	-1%	u	2%	7%	-8%
34	C#CCOCCOCCOCCNc1nc(N2CCOCC2)nc(N2CCN(C(=O)[C@H](CO)n3cc([C@@H](N)C(C)C)nn3)CC2)n1	10%	-0.7%	8	3%	2%	1%	-3%	4%	u	8%	x
35	Cc1occc1-c1nnc(SCC(=O)NCc2ccco2)n1CC(C)C	-10%	3.9%	6	3%	-4%	-1%	-4%	3%	7%	-10%	2%
36	COc1cc(/C=N/Nc2snc(SC)c2C#N)ccc1O	-1%	0.5%	-2	x	0%	-9%	1%	u	u	4%	4%
37	COc1cccc(NCc2ccc([N+](=O)[O-])s2)c1	-13%	-0.6%	-5	6%	1%	-3%	0%[46.1 µM]	-1%	-23%	-22%	29%
38	CCN(Cc1cc2cc(OC)ccc2[nH]c1=O)C(=O)Cc1ccc(OC)cc1	-21%	0.1%	5	-3%	0%	-5%	2%	5%	u	-9%	0%
39	c1ccc2c(c1)N1CCCN=C1N2CCN1CCCCC1	-1%	0.0%	8	-9%	4%	-9%	0%	-3%	4%	9%	-8%
40	O=C(CCN1C(=O)c2ccccc2C1=O)Nc1ccc2c(c1)OCCO2	-28%	-0.4%	37	20%	-2%	x	x	-7%	u	9%	16%
